Bioassay records deposited in PubChem by National Center for Advancing Translational Sciences (NCATS).
GCN5L2 inh: blocks human GCN5L2 histone acetyltransferase; Potency, µM (series often up to 58.9 µM), without a hit: top-dose activity change, negative = inhibition, hits mostly inhibitors; GCN5L2 HAT assay, ThioGlo1 CoA-SH fluorescence; AID 504327; 0.21% of 390,000 active
Target sequence (Q92830 whole entry, looked up): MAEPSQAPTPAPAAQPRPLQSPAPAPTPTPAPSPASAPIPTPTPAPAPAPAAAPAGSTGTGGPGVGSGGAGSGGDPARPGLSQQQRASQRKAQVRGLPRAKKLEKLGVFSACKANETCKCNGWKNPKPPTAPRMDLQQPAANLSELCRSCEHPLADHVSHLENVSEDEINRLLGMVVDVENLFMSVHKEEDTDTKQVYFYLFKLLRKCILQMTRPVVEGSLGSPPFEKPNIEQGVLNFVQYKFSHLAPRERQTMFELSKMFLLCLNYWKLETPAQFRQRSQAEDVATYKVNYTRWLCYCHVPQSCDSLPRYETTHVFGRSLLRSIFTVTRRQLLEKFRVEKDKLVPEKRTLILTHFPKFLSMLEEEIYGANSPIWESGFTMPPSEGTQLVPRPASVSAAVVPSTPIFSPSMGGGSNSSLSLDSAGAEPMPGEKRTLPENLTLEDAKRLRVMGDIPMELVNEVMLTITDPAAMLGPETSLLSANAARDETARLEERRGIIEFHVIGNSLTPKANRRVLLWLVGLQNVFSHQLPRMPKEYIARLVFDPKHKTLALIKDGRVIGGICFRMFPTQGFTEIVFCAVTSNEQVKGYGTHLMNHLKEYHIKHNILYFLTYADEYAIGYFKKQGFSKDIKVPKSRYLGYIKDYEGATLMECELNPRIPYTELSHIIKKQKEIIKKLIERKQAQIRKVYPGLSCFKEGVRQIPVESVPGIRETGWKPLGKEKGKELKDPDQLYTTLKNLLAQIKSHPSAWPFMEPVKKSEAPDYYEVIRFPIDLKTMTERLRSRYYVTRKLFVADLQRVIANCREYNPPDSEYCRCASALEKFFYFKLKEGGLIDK
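Compounds, pin-transferred from DMSO stocks, meet 20nM GCN5L2 for 15 min before the reaction begins with H3(1-25) peptide (75uM) and acetyl-CoA (70uM). Thiol-reactive ThioGlo1 reports CoA release over 20 min at room temperature.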
N370S GC mod: inhibits or activates N370S mutant glucocerebrosidase; AID 2101; N370S GC spleen homogenate, 4MU-glucoside fluorescence; 0.092% of 330,000 active; P04062; Potency, µM (top dose mostly 59.4 µM), without a hit: top-dose activity change, negative = inhibition, usual class: inhibitors;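 further: 0% = full enzyme activity and -100% = no enzyme basal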
FEN1 inhibitor: blocks human flap endonuclease 1 | P39748 | Recombinant FEN1 flap cleavage, fluorescence, 15 min | Potency, µM (highest dose often 114 µM), inactives show at the top dose activity change, negative = inhibition, usual class: inhibitors | 0.35% of 390,000 active; further: nearly all actives have a fitted effect of over 65% in size
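Potency values derive from four-parameter Hill fits of normalized qHTS data. The reaction used 10 nM FEN1 preincubated 15 min at room temperature with compound, then 50 nM DNA substrate, read at 0 and 15 min.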
* hit, by the source's call; u = inconclusive; x = no result given; & = joins results of further samples. The call rests on the fitted dose curve; in most records, active means well fitted curve in the direction sought with a large enough effect; inconclusive means small, poorly fitted or top-dose-only effect, or another doubt; inactive means no such curve, though single readings can be large; an effect the other way counts as inactive or inconclusive. Unless noted, on the % scale 0 is the no-effect control and ±100 the full control effect; potency means the concentration at half of the fitted maximal effect.

mol	GCN5L2 inh	N370S GC mod	FEN1 inhibitor
COc1c(C)cc(S(=O)(=O)NCCc2c(C)[nH]c3ccccc23)c(C)c1C	-15%	x	-2%
O=C(CN1CCN(S(=O)(=O)c2ccc(F)c(F)c2)CC1)Nc1ccccc1C(=O)NC1CC1	4%	x	-13%
O=C1N=C(C=c2ccc(=Cc3[nH]c(=O)[nH]c3O)cc2)C(=O)N1	-17%	-8%	x
C[C@H](C(=O)O)c1ccc2cc(O)ccc2c1	0%	-1%	x
O=C(c1ccc2c(Cl)c3c(nc2c1)CCCC3)N1CCN(c2cccc(Cl)c2)CC1	-12%	x	12%
COc1cccc2c1OCC(CN1CCN(Cc3ccccc3F)C(CCO)C1)=C2 (stereo not given)	-3%	-1%	-1%
O=C(NCCN1CCOCC1)c1c(O)nc2sccn2c1=O	-2%	1%	1%
CC1(c2ccccc2)NC(=O)N(CC(=O)Nc2ccc(Cl)c(S(=O)(=O)N3CCCCC3)c2)C1=O (stereo not given)	-2%	-9%	-1%
S=C(NCCc1ccccc1)Nc1ccc(Cl)cc1	-5%	5%	2%
CCOc1ccc(OCCC(=O)NNC(=O)c2nn(C)c(=O)c3ccccc23)cc1	-24%	-6%	-7%
CCc1ccccc1NC(=O)c1cc(S(=O)(=O)NCCc2ccc(OC)c(OC)c2)ccc1F	1%	x	5%
Cc1ccccc1C(=O)/C=C1/SCC(=O)N1C	-4%	-4%	-5%
Cc1csc(NC(=O)CCNC(=O)c2ccccc2Cl)n1	0%	-11%	0%
COc1ccc(-c2nnc(SCC(=O)NC(=O)NCc3ccco3)o2)cc1	-2%	6%	-11%
COC(=O)Cn1cnc2scc(-c3ccc(C)c(C)c3)c2c1=O	1%	-11%	19%
Cc1ncoc1C(=O)N1CCCC(N2CCN(c3ccccc3F)CC2)C1 (stereo not given)	-5%	-5%	-3%
O=C(CNC(=O)c1ccccc1F)OCc1nc2ccccc2s1	-6%	3%	2%
CCNC(=O)Cc1c(OC)ccc2cc(Br)ccc12	-10%	5%	22%
Cc1cc(C)cc(NC(=O)C2CCCN(c3nnc(C)c4c(C)n(-c5ccccc5)nc34)C2)c1 (stereo not given)	-6%	x	-2%
Nc1cc(C(F)(F)F)cc([N+](=O)[O-])c1N	-8%	4%	-15%
COc1cc(C(=O)NCC(=O)OCc2ccccc2Cl)cc(OC)c1OC	-8%	6%	-4%
CC(C)OC(=O)c1ccc(NC(=O)CSc2nc(-c3cccs3)cc(C(F)(F)F)n2)cc1	0%	x	-25%
N#CCN1CCCC(C(N)=O)C1 (stereo not given)	-5%	20%	5%
CCCCCCCCCCOC(=O)C[N+](C)(C)C/C=C(/C)Cl	-3%	-25%	17%
CC(C)(C)c1ccccc1OCCOCCN1CCCCCC1	-5%	-12%	-2%
CC(=O)Nc1ccc(OC(=O)c2cc([N+](=O)[O-])ccc2Cl)cc1	2%	-2%	2%
Cn1cc(CN2CCC(CO)CC2)c(-c2ccc(Oc3ccccc3)cc2)n1	1%	-6%	-4%
COC(=O)c1ccc(-c2ccc(C3C4C=CCC(C)C4C(=O)N3Cc3ccccc3)c(F)c2)cc1 (stereo not given)	x	-3%	3%
O=C(CSc1ncccn1)Nc1ccc(N2CCOCC2)cc1	-4%	2%	-6%
CCC(=O)Nc1ccc(C(=O)COC(=O)Cc2ccsc2)cc1	-9%	x	-2%

An excerpt from further up:
mol	GCN5L2 inh	N370S GC mod	FEN1 inhibitor
O=C(CSc1ncccn1)Nc1ccc(N2CCOCC2)cc1	-4%	2%	-6%
CCC(=O)Nc1ccc(C(=O)COC(=O)Cc2ccsc2)cc1	-9%	x	-2%

The list continues:
mol	GCN5L2 inh	N370S GC mod	FEN1 inhibitor
COc1ccc(C2NC3=C(CCC3)C3(C#N)C4(N=C(N)C23C#N)OCCO4)cc1 (stereo not given)	1%	6%	-4%
COc1cc(NC(=S)NC(C)=O)ccc1NC(=O)C(C)C	-6%	4%	-5%
CCn1cc(S(=O)(=O)c2cccc(Cl)c2)c(=O)c2cc(F)c(N3CCN(c4ccccc4)CC3)cc21	-10%	x	0%
CC(Oc1ccc(F)cc1)C(=O)N1CCC(c2nc3ccccc3s2)CC1 (stereo not given)	-9%	x	0%
NC(=O)c1ccsc1NC(=O)COC(=O)COc1ccccc1[N+](=O)[O-]	-1%	x	-7%
COc1ccc(-c2cnc(SCC(=O)Nc3cc(C)on3)n2Cc2ccco2)cc1	-1%	1%	-3%
N#Cc1ccccc1CSc1ncccc1C(=O)O	-2%	1%	-1%
CCC(C(=O)OCc1cc(=O)n2nc(CCOC)sc2n1)c1ccccc1 (stereo not given)	-18%	x	3%
Cc1ccc(NC(=S)N/N=C2\CC(C)(C)Oc3ccc(O)cc32)cc1	7%	5%	-6%
CCOC(=O)c1c(C)[nH]c(C)c1S(=O)(=O)N1CCCC(C(=O)NCc2cccc(OC)c2)C1 (stereo not given)	2%	x	-3%
COc1ccccc1Nc1ncnc2c1c(C)c(C)n2CCO	-3%	0%	9%
O=C(O)Cn1c(SC2CCCCC2)nc2ccccc21	3%	11%	0%
CS(=O)(=O)N1CCCC(C(=O)NCCc2ccc(Cl)cc2)C1 (stereo not given)	-5%	10%	0%
Cc1cc(F)ccc1NC(=O)CCS(=O)(=O)c1ccc2c(c1)NC(=O)CO2	-11%	x	2%
CC1(C)CC2CC(C)(CN2C(=O)c2cc(-c3ccccc3O)on2)C1 (stereo not given)	-19%	4%	-17%
O=C(CS(=O)(=O)c1ccccc1)Nc1ccccn1	-3%	6%	-11%
COc1c([N+](=O)[O-])cc(C(=O)NNC(=O)c2ccc(C)cc2)cc1[N+](=O)[O-]	-4%	6%	-2%
COc1ccc(N2C(=O)c3ccccc3NC2c2ccc(OC)c(CSc3ccccn3)c2)cc1 (stereo not given)	-3%	8%	-11%
CN(CC(=O)Nc1ccc2c(c1)OCCO2)S(=O)(=O)c1cccc2cccnc12	-4%	4%	-1%
COC(=O)CSc1n[nH]c(-c2ccncc2)n1	-3%	0%	9%
CN(c1ccccc1)S(=O)(=O)c1cccc(NC(=O)COc2ccccc2)c1	u	x	-18%
O=C(c1ccccc1OCc1ccc(Cl)cc1)N1CCN(c2ccccn2)CC1	-4%	-6%	-17%
COc1cc2c(=O)n(Cc3ccccc3Cl)c(=O)n(CC(=O)Nc3ccc(C)c(C)c3)c2cc1OC	-5%	x	-9%
O=C(O)CCC(=O)N1CCN(c2ncccn2)CC1	-13%	-4%	-2%
O=S1(=O)[C@H]2C[C@@H]3C=C[C@@]2(CN1Cc1ccccc1F)O3	0%	0%	-1%
O=C(CNC(=O)c1cccc(S(=O)(=O)N2CCc3ccccc32)c1)Nc1ccc(F)c(F)c1F	-18%	-4%	10%
CCCCCCn1c(N)c(C#N)c2ccc([N+](=O)[O-])cc2c1=O	-16%	-8%	11%
Cc1ccc(S(=O)(=O)Nc2nc3ccccc3nc2N2CCN(c3ccccc3F)CC2)cc1	-16%	5%	-1%
O=C(c1ccoc1)N1CCC2(CC1)Oc1ccc(Cl)cc1C(=O)C21CC(c2ccccc2)=NO1 (stereo not given)	-18%	5%	-16%
C=C(C)Cn1c(N2CCN(c3ccc(OC)cc3)CC2)nc2c1c(=O)n(C)c(=O)n2C	-4%	9%	-4%

Three compounds from above, ordered by molar mass, ascending:
mol	GCN5L2 inh	N370S GC mod	FEN1 inhibitor
O=C(c1ccoc1)N1CCC2(CC1)Oc1ccc(Cl)cc1C(=O)C21CC(c2ccccc2)=NO1 (stereo not given)	-18%	5%	-16%
O=C(CNC(=O)c1cccc(S(=O)(=O)N2CCc3ccccc32)c1)Nc1ccc(F)c(F)c1F	-18%	-4%	10%
COc1cc2c(=O)n(Cc3ccccc3Cl)c(=O)n(CC(=O)Nc3ccc(C)c(C)c3)c2cc1OC	-5%	x	-9%

Next section.
molecule | GCN5L2 inh | N370S GC mod | FEN1 inhibitor
CC(=O)Nc1ccc(NC(=O)C2CCCN(S(=O)(=O)c3ccc(-n4cnnn4)cc3)C2)cc1 (stereo not given) | -8% | -4% | -3%
CCN(c1ccccc1)S(=O)(=O)c1ccc(Cl)c(NC(=O)CSc2nncs2)c1 | -1% | 6% | -10%
O=C(Cc1ccccc1)NC1CC(=O)N(c2ccccc2)C1 (stereo not given) | 1% | x | -13%
O=C(Nn1cnnc1)c1ccccc1F | u | -6% | 0%
CSCCCNC(=O)c1ccccc1OC1CCN(S(C)(=O)=O)CC1 | -15% | -7% | -8%
COCCN(C(=O)CC1C(=O)NCCN1Cc1ccc(-c2ccccc2)cc1)C(C)C (stereo not given) | -2% | -4% | 14%
Cc1nc(C(=O)Nc2ccccc2)sc1C1(C)CC(c2cccnc2)=NO1 (stereo not given) | -8% | u | 10%
Nc1cccc(C(=O)NCCNC(=O)c2cccc(N)c2)c1 | -1% | -2% | 0%
Cc1c([N+](=O)[O-])c([N+](=O)[O-])nn1CC(=O)NCc1cccnc1 | -5% | -6% | 4%
COc1ccc(-n2nc(C(=O)Nc3ccc(Cl)cn3)c3c4ccccc4n(C)c3c2=O)cc1Cl | 1% | x | -13%
COC(=O)c1ccc(C(=O)OC)c(NC(=O)c2c(-c3ccccc3)c(-c3ccccc3)nn(C)c2=O)c1 | -8% | x | -7%
O=C(O)c1cc(-c2ccc(Cl)cc2)n(-c2ccccc2)n1 | -6% | -3% | 8%
COc1cc(C(=O)NNC(=O)C2CC2)cc(OC)c1OC | -17% | -2% | 0%
O=c1oc2ccccc2cc1-c1nc(-c2cccs2)cs1 | -7% | x | -20%
Fc1ccccc1N1CCN(CCCNc2ccc3nncn3n2)CC1 | -2% | -2% | 0%
CN1C(=O)NC(NC(=O)C2CCCCC2)(C(F)(F)F)C1=O (stereo not given) | -4% | 0% | 2%
Cc1sc2nc(COC(=O)c3cccc(S(=O)(=O)N(C)c4ccccc4)c3)[nH]c(=O)c2c1C | -5% | -1% | -18%
O=C(Nc1cccc(C(F)(F)F)c1)c1cccc(NS(=O)(=O)c2ccc(O)c(C(=O)O)c2)c1 | u | u | -9%
CCOC(=O)N1CCC(N(CCN(C)C)C(=S)Nc2ccc(F)c(Cl)c2)CC1 | -7% | 2% | -16%
CCN(C[C@H]1N[C@@](C)(C(=O)OC)[C@H]2C(=O)N(Cc3ccccc3)C(=O)[C@@H]12)S(=O)(=O)c1ccc(OC)cc1 | 2% | x | -7%

Quoted at random: 3 entries already listed, in no set order.
molecule | GCN5L2 inh | N370S GC mod | FEN1 inhibitor
CCOC(=O)N1CCC(N(CCN(C)C)C(=S)Nc2ccc(F)c(Cl)c2)CC1 | -7% | 2% | -16%
Cc1c([N+](=O)[O-])c([N+](=O)[O-])nn1CC(=O)NCc1cccnc1 | -5% | -6% | 4%
COc1ccc(-n2nc(C(=O)Nc3ccc(Cl)cn3)c3c4ccccc4n(C)c3c2=O)cc1Cl | 1% | x | -13%

The list continues.
molecule | GCN5L2 inh | N370S GC mod | FEN1 inhibitor
CC1CCCC(NC(=O)CN2C(=O)NC(C)(c3ccccc3)C2=O)C1C (stereo not given) | -7% | -1% | -6%
Cc1cc(Cl)ccc1NC(=O)CN1CCC(C(O)(c2ccccc2)c2ccccc2)CC1 | -13% | -9% | -4%
CC(C)(C)C(=O)NC1CCN(S(=O)(=O)c2ccc(C(F)(F)F)cc2)CC1 | -10% | 3% | 0%
COc1ccc(N2CCN(C(=O)c3cc4c(s3)-c3ccccc3OC4)CC2)cc1 | u | -3% | 1%&12%
O=C(Cc1ccccc1)NNC(=O)C1CCCC1 | 2% | 1% | 1%
O=C(CCNS(=O)(=O)c1ccc(Br)s1)NCc1ccccc1 | 4% | 4% | -9%
COc1ccc(N(CC(=O)NCCOc2ccccc2)S(=O)(=O)c2ccc(C)cc2)cc1 | -6% | 5% | 13%
CC(=O)CCc1c(C)[nH]c2ccc(NC(C)=O)cc2c1=O | -1% | 27% | -12%
CCN(CC)S(=O)(=O)c1ccc2c(c1)c(=O)c(C(=O)N1CCN(c3cccc(C)c3)C(C)C1)cn2C (stereo not given) | -3% | x | 13%
Clc1cnc(Nc2cccnc2)c(Cl)c1 | -2% | -4% | 13%
CCOc1ccc(CN2CCCC(CO)(Cc3ccccc3F)C2)cc1 (stereo not given) | -8% | 6% | 2%
COC(=O)C1=C(c2ccccc2)c2ccccc2S(=O)(=O)N1CC(=O)Nc1ccc(F)c(F)c1 | -11% | x | -19%
CCN(CC)C(=O)Oc1ccccc1NC(C)=O | -2% | 21% | 5%
OCCN(CCO)CC(O)COc1ccc(Br)cc1 (stereo not given) | -3%&-7% | -4%&-3% | 20%&20%
Cc1ncc(S(=O)(=O)C(C)(C)C)c(N)n1 | -2% | -1% | 2%
CCCCc1nc2cc(C(=O)NCc3cc(C)n(C)n3)ccc2o1 | -4% | 3% | -7%
Cc1cn2c(=O)c(S(=O)(=O)NCCc3ccc(Cl)cc3)c(C)nc2s1 | -1% | x | 2%
COc1cccc(-n2c(C)c3c(OC)cccc(=O)c3c2C)c1 | -4% | u | -11%

Only part of the results is shown; rates above refer to the full screens.
